CHRM4 antagonist: CHRM4 antagonism in calcium assay; P08173; CHO-hM4 cells, ACh EC80, Fluo-8 calcium fluorescence; inhibition, % at 3 µM; 0.73% of 360,000 active; AID 624125;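 active = inhibition above its plate's cutoff, the mean inhibition of sample wells plus 3 SD, cut at about 27% in these data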;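 note: 0% = acetylcholine EC80 with DMSO and 100% = DMSO without agonist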
Target sequence (P08173 whole entry, looked up): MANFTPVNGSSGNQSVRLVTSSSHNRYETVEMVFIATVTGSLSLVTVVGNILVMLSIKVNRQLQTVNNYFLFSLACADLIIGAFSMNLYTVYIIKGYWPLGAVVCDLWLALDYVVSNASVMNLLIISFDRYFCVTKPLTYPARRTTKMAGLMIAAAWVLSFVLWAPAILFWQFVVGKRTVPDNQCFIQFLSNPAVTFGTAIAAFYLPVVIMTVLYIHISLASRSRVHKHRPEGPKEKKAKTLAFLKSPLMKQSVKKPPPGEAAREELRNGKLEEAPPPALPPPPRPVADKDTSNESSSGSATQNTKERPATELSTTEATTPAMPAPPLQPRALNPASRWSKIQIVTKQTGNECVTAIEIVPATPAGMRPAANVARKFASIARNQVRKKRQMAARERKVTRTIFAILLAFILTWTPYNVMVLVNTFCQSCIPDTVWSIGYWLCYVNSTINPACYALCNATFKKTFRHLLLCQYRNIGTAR
M1 PAM: potentiates human M1 receptor response to acetylcholine. activation, % at 3 µM. CHO-K1 hM1, Fluo-8 calcium fluorescence, ACh EC20; 0% = ACh EC20, 100% = maximal ACh. P11229. 0.088% of 360,000 active; in the data active = activation above about 19%, passing the limit was not always enough
M4 ag: CHRM4 agonism in calcium assay | P08173 | CHO-K1 hM4/Gqi5, Fluo-8 calcium fluorescence; vehicle 0%, full acetylcholine response 100% | activation, % at 3 µM | 0.14% of 360,000 active;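 active = activation above the run mean over all test wells plus 3 SD, cut at about 32% in these data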;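 note: peak over basal fluorescence ratio per well then scaled between controls; 0% = DMSO wells and 100% = acetylcholine at EC100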
CHRM5 PAM: potentiates acetylcholine response at human M5 receptor. P08912. CHO-K1 hM5, Fluo-8 calcium, ACh EC20 PAM; 0% = ACh EC20, 100% = ACh EC100. activation, % at 3 µM. AID 624038. 0.3% of 360,000 active;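 active = activation above the run cutoff, the mean activation of all test compounds plus 3 SD, cut at about 18% in these data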
Target sequence (P08912 whole entry, looked up): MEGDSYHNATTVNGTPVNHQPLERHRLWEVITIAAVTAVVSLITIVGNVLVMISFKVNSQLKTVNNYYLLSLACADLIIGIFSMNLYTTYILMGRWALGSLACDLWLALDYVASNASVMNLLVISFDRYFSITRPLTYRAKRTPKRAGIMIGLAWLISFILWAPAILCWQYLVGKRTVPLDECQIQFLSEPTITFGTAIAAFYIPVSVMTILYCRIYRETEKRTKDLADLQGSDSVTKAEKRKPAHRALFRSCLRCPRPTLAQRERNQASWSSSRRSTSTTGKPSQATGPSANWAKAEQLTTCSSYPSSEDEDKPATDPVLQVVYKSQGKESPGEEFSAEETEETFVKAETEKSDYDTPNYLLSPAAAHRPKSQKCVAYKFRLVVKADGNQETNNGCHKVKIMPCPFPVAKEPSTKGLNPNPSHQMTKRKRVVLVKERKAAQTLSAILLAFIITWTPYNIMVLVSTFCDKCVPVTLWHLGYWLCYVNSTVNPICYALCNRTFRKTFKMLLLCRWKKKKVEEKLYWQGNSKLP
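system = human M5 receptor in CHO-K1 cells | reagent = EC20 acetylcholine as agonist stimulus | compound dosing = single-point, 3 µM nominal | incubation = Fluo-8 loading 80 min at 37 °C plus 30 min room temperature | detection = Fluo-8 calcium dye fluorescence, kinetic read | benchmarks = low control EC20 acetylcholine (0%), high control EC100 acetylcholine (100%)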
CRFBP-R2 agonist: CRF-BP/CRF-R2 complex agonism | HEK293 CRF-R2/CRF-BP, calcium dye fluorescence (FLIPR); percent of saturating CRF peptide response | activation, % at 13.2 µM | 0.46% of 350,000 active;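 active = activation of at least 50%, plus an integration ratio under a set limit after plate pattern correction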;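 note: plate controls were neutral control wells without compound for no effect and CRF at EC100 for full effect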
CHRM5 agonist: CHRM5 agonism in calcium assay; activation, % at 3 µM; 0.19% of 360,000 active; CHO-K1 hM5 cells, Fluo-8 calcium fluorescence; 0% DMSO wells, 100% maximal acetylcholine response; AID 624037;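 active = activation above the run's mean over test compounds plus 3 SD, cut at about 23% in these data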;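 note: signal is peak over basal fluorescence ratio across the kinetic read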
M4 PAM: CHRM4 positive allosteric modulation; activation, % at 3 µM; 0.4% of 360,000 active; CHO-K1 hM4/Gqi5, Fluo-8 calcium fluorescence, ACh EC20; 0% = ACh EC20, 100% = maximal ACh;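 active = activation above its plate's cutoff, the mean activation of sample wells plus 3 SD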; note: some results filed as inactive read as strong as hits
CRFR2-BP antag: CRF-BP/CRF-R2 complex antagonism; HEK293 CRF-R2/CRF-BP, CRF-induced calcium fluorescence; inhibition, % at 11.8 µM; 0.59% of 350,000 active;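 active = inhibition of the ligand-induced calcium signal above about 50% at the single tested concentration, limit read from the data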
CHRM5 antagonist: blocks acetylcholine activation of human M5 receptor. AID 624040. CHO-hM5 cells, Fluo-8 calcium fluorescence, ACh EC80. 0.59% of 360,000 active. inhibition, % at 3 µM;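 active = inhibition above a per-plate cutoff, the mean of that plate's test compounds plus 3 SD, cut at about 27% in these data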;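 note: 0% = acetylcholine EC80 with DMSO and 100% = DMSO without agonist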
An asterisk follows results filed as active; . = not tested or not shown.

SMILES	CHRM4 antagonist	M1 PAM	M4 ag	CHRM5 PAM	CRFBP-R2 agonist	CHRM5 agonist	M4 PAM	CRFR2-BP antag	CHRM5 antagonist
COC(=O)c1sc(C(F)(F)F)c(-c2ccccc2)c1S(=O)(=O)NC(C)(C)C	2	1	-1	8	0.8	2	-6	-2	0
COC(=O)c1c(C)[nH]c(C(C)=O)c1C	-1	14	1	2	1.3	-3	13	6	-8
Cc1ncoc1C(=O)Nc1cccc(Cl)c1C	-1	-4	1	-6	-3.4	-4	14	-8	7
CCC(C)[C@H](NC(=O)[C@@H]1CSC2c3ccccc3C(=O)N21)C(=O)NCC1CCCO1 (some centres not stated)	6	3	0	1	0.8	0	3	-3	2
CC(C)(C)CC(=O)Nc1ccc(C(N)=O)cc1	-2	9	1	-4	1.3	3	6	10	-4
Fc1ccc(CNCc2ccccc2C(F)(F)F)cc1	-5	11	0	1	-0.3	1	1	-6	-7
Clc1ccc(OCc2nnc(-c3ccccc3Br)o2)cc1	14	0	-1	1	-0.4	-3	-4	8	0
C=CCN1CCN(C(CC(C)C)c2nnnn2CCOC)CC1 (configuration not stated)	-4	-5	0	-5	-0.9	-7	-2	10	-8
O=S(=O)(Nc1cccnc1Cl)c1ccc(-c2ccccc2)cc1	5	2	3	2	-0.9	2	-2	16	4
CCn1cc(/C=C(\NC(=O)c2ccccc2Cl)C(=O)N2CCOCC2)c2ccccc21	0	8	8	-3	-1.1	0	2	5	1
Cc1oc2cc3oc(=O)c(CC(=O)N[C@@H](C)C(=O)NC(Cc4ccc(Cl)cc4)C(=O)O)c(C)c3cc2c1C (some centres not stated)	2	1	1	0	-0.6	1	-1	-3	0
CN(C)N=Nc1ccc(S(=O)(=O)NC(Cc2ccccc2)C(=O)O)cc1 (configuration not stated)	-11	9	1	-2	0.8	0	0	-4	2
COC(=O)C1(C)CC1(c1ccccc1)c1ccccc1 (configuration not stated)	-6	2	-2	0	-4.0	-7	-3	45	0
CC12CN3CC(C)(CN(C1)C3c1ccc3c(c1)OCO3)C2 (configuration not stated)	2	8	1	-3	0.9	-4	1	8	3
COc1ccc(NC(=S)N2CCNC(=O)C2CC(=O)Nc2cccc(Cl)c2C)cc1 (configuration not stated)	6	5	1	-3	-0.1	-2	3	-4	14
COC(=O)c1cccn(CC(=O)c2ccc(Cl)cc2)c1=O	2	2	0	7	0.3	0	8	3	6
CC(C)COC(=O)Cc1c(O)c2ccccc2[nH]c1=O	-6	7	1	3	-1.8	-1	15	25	-10
CCCCCCNS(=O)(=O)c1ccc(OC)c(OC)c1	5	9	3	1	-0.3	0	-1	-1	0
C/C(=N\Nc1ccc(C(F)(F)F)cc1[N+](=O)[O-])C(C)C	4	2	-1	-4	-1.8	1	10	-21	3
COc1ccccc1NC(=O)NC1(C(=O)N2CCCCCC2)CCCCC1	-4	10	0	6	-3.3	2	9	9	-8
CC(Oc1ccc2ccc(=O)oc2c1)C(=O)NCCN1CCOCC1 (configuration not stated)	-2	11	0	3	10	-2	5	-4	-2
COCCNC(=O)c1ccc2snnc2c1	-14	6	1	0	-2.7	-4	8	13	-1
CCc1nnc(NC(=O)CSc2nc(C)cs2)s1	17	6	-1	-1	-2.0	0	-4	14	11
CNC(=O)C1CC(=O)N(CCCc2ccccc2)C(=Nc2ccccc2)S1 (configuration not stated)	5	10	-1	5	-0.2	0	12	-5	-7
O=C(CCNS(=O)(=O)c1ccc2c(c1)CCC(=O)N2)NCc1ccc2c(c1)OCO2	-6	8	0	2	1.9	-1	5	5	-5

The closing two entries of the part before come first, to join the parts.
SMILES	CHRM4 antagonist	M1 PAM	M4 ag	CHRM5 PAM	CRFBP-R2 agonist	CHRM5 agonist	M4 PAM	CRFR2-BP antag	CHRM5 antagonist
CNC(=O)C1CC(=O)N(CCCc2ccccc2)C(=Nc2ccccc2)S1 (configuration not stated)	5	10	-1	5	-0.2	0	12	-5	-7
O=C(CCNS(=O)(=O)c1ccc2c(c1)CCC(=O)N2)NCc1ccc2c(c1)OCO2	-6	8	0	2	1.9	-1	5	5	-5
NC1=NC(=Nc2ccc(S(=O)(=O)N3CCOCC3)cc2)c2ccccc21	6	1	1	5	0.3	-1	11	4	0
O=S(=O)(NCc1cccs1)c1ccccc1Cl	8	-5	0	-7	-1.1	0	0	5	15
OCCN1CCN(CCO)C1=S	-6	13	2	10	3.6	1	3	-7	15
Cc1noc(C)c1C(=O)OCC(=O)/C=C1\N(C)c2ccccc2C1(C)C	4	7	1	-4	-0.5	0	2	19	9
CCOc1ccc(C2C(C(N)=O)=C(C)Nc3ncnn32)cc1OC (configuration not stated)	6	14	0	4	0.6	-1	-2	2	6
C/C(=N\NC(=O)C1CC1(C)c1ccccc1)c1ccco1 (configuration not stated)	12	-4	0	-5	1.1	1	8	3	-3
COc1ccccc1/C=C/C(=O)OCC(=O)N1c2ccccc2CC1C (configuration not stated)	-2	3	0	2	3.6	-2	2	-3	-4
O=C(c1ccco1)N1CCN(C2c3ccccc3-c3ccccc32)CC1	-9	11	0	0	0.2	0	-6	-9	1
O=C(CCc1nnc(CCCCc2ccccc2)o1)NCCN1CCOC1=O	-5	4	0	8	0.6	-2	-1	11	5
CCCn1nnnc1SCC(=O)N1CCCC1	8	4	0	2	1.6	-10	2	-8	10
Cc1ccc(S(=O)(=O)N(C)CCCC(=O)Nc2ccncc2)cc1	0	-10	9	-14	-0.3	8	-5	-5	8
COc1ccc(-n2c(=O)c(CCC(=O)NCCc3ccccc3F)nc3ccccc32)cc1	-4	4	9	0	1.2	0	4	4	2
Cc1ccc(C2=CC(=O)C[C@H](c3ccc(F)cc3)C2)cc1	-7	1	-2	-1	-1.9	-1	1	1	4
COC(=O)CN1C(=O)C2(C(C#N)=C(N)Oc3ccccc32)C2=C1CC(C)(C)CC2=O (configuration not stated)	-3	6	0	-3	-4.1	0	-3	5	-2
CCn1c2ccccc2c2cc(/C=N/NC(=O)c3ccccc3C)ccc21	4	0	0	1	-2.1	-3	-1	-16	3
Cc1cc(C)n(C(C[N+](=O)[O-])c2ccc(Cl)cc2)n1 (configuration not stated)	7	11	1	13	1.2	0	1	-1	-7
COc1ccc(CN2CC(C(=O)NC3CCCCC3)CC2=O)cc1 (configuration not stated)	3	17	18	3	-0.1	-1	9	-8	-1
CC1=C(C)CC(C(=O)Nc2nccs2)C(C(=O)O)C1 (configuration not stated)	-15	15	1	-3	0.4	3	10	4	0
Cc1cccc(N2CN(Cc3ccco3)CNC2=S)c1	1	10	1	-7	6.1	-3	5	-6	7
CC1CCCC(NC(=O)C2CCN(S(=O)(=O)N3CCC4(CC3)OCCO4)CC2)C1C (configuration not stated)	-6	1	1	-3	2.8	2	1	-17	-1
O=C(Cn1c2c(c(=O)n3ncnc13)CCC2)N/N=C/c1ccc(Cl)cc1	7	9	13	-13	-0.7	5	-14	-9	9
COC(=O)c1sc(-c2ccccc2)cc1NC(C)=O	-1	13	1	8	1.0	-4	-1	-14	5
CSc1nc(Cc2ccccc2)cc(=O)[nH]1	4	0	2	-7	-1.7	3	-10	-27	-10
O=C(NCC(=O)N(c1cccc(F)c1)C(C(=O)NC1CCCC1)c1ccncc1)c1cccs1 (configuration not stated)	-3	12	1	-1	-0.8	-1	11	10	1
CCN(CC)C(=O)C1CCCN(c2ccc([N+](=O)[O-])cc2[N+](=O)[O-])C1 (configuration not stated)	-13	4	4	-9	-1.3	-7	-5	6	-4

Full records, looked up by structure:
Cc1cc(C)n(C(C[N+](=O)[O-])c2ccc(Cl)cc2)n1 (configuration not stated) as listed: CHRM4 antagonist = 7; M1 PAM = 11; M4 ag = 1; CHRM5 PAM = 13; CRFBP-R2 agonist = 1.2; CHRM5 agonist = 0; M4 PAM = 1; CRFR2-BP antag = -1; CHRM5 antagonist = -7
Cc1ccc(C2=CC(=O)C[C@H](c3ccc(F)cc3)C2)cc1 as listed: CHRM4 antagonist = -7; M1 PAM = 1; M4 ag = -2; CHRM5 PAM = -1; CRFBP-R2 agonist = -1.9; CHRM5 agonist = -1; M4 PAM = 1; CRFR2-BP antag = 1; CHRM5 antagonist = 4

Some of these compounds in order of their number in M4 ag, largest number first.
SMILES	CHRM4 antagonist	M1 PAM	M4 ag	CHRM5 PAM	CRFBP-R2 agonist	CHRM5 agonist	M4 PAM	CRFR2-BP antag	CHRM5 antagonist
Cc1ccc(S(=O)(=O)N(C)CCCC(=O)Nc2ccncc2)cc1	0	-10	9	-14	-0.3	8	-5	-5	8
CCn1c2ccccc2c2cc(/C=N/NC(=O)c3ccccc3C)ccc21	4	0	0	1	-2.1	-3	-1	-16	3
CNC(=O)C1CC(=O)N(CCCc2ccccc2)C(=Nc2ccccc2)S1 (configuration not stated)	5	10	-1	5	-0.2	0	12	-5	-7

(further entries)
SMILES	CHRM4 antagonist	M1 PAM	M4 ag	CHRM5 PAM	CRFBP-R2 agonist	CHRM5 agonist	M4 PAM	CRFR2-BP antag	CHRM5 antagonist
CCCC(C)C(=O)NCc1ccncc1 (configuration not stated)	-10	9	1	-12	0.3	0	5	-2	20
O=C(COC(=O)c1nc(Cl)ccc1Cl)Nc1ccc2c(c1)OCO2	-2	8	1	-3	-1.3	-4	0	18	4
Cc1cccc(NC(=O)CSc2nnc(-c3ccncc3)n2C)c1	26	2	2	15	-1.5	-3	2	6	6
CCc1nnc(NC(=O)c2sc3nc(C)cc(COC)c3c2N)s1	-1	9	2	9	0.8	0	3	-11	-2
COc1ccc(CNC(=O)Nc2ccc(OC)cc2)cc1	4	5	0	-2	-0.4	-1	6	-18	-1
COc1cccc(/C=C/c2ccc3cccc(O)c3n2)c1	1	3	0	-4	-2.9	-1	2	7	5
O=C(c1ccccc1)c1ccc(Sc2ccc([N+](=O)[O-])cc2)cc1	1	11	0	7	0.7	1	-7	11	0
Cc1cc(C)n(CCO)c(=O)n1	-4	1	3	6	-1.2	4	2	17	-9
CN(C)C1CN(Cc2cn(Cc3ccc(F)cc3)nn2)S(=O)(=O)C1 (configuration not stated)	-10	.	1	3	.	1	10	.	-4
Cc1ccccc1-c1nsc(SCC(=O)c2ccc(Cl)cc2)n1	-3	0	0	-1	3.6	-2	-2	-5	-1
COc1cccc(C(=O)Nc2nnc(S(=O)(=O)N(C)Cc3ccccc3)s2)c1	-4	1	3	-3	4.6	-2	5	9	-1
BrC(=C\c1ccccc1)/C=N/N1CCN(Cc2ccccc2)CC1	5	-6	1	-3	-0.6	-9	-2	1	8
O=C(CN1C(=O)C2C3c4ccccc4C(c4ccccc43)C2C1=O)N1CCOCC1 (configuration not stated)	9	4	-1	1	0.3	-1	6	7	-6
C=CCn1c(-c2cc(-c3ccccc3)sc2N)n[nH]c1=S	3	1	0	0	-1.4	-5	-1	-3	-2
CCCCN(CC)Cc1ccc(CNC(=S)Nc2ccc(C)cc2Cl)o1	-5	-5	0	-8	0.6	-11	-15	16	15
Cn1c(SCC(=O)NNC(=O)c2ccccc2O)nnc1-c1ccccc1	1	11	0	0	0.2	-1	2	1	11
COc1ccc(C(=O)OCC(=O)Nc2ccc(Cl)cn2)cc1	4	9	0	7	-0.2	4	6	-8	12
CCN(CC)S(=O)(=O)c1ccc(NC(=O)C2CC(=O)N(c3ccc4c(c3)OCCO4)C2)cc1 (configuration not stated)	2	3	2	9	0.5	2	2	-1	7
COc1ccc(CCNC(=O)c2ccc(Cl)nc2)cc1	-4	2	3	5	-2.7	-1	-4	-3	13
CCn1c(=O)c2cc(C(=O)N(C)c3ccc(OC)cc3OC)sc2c2ccccc21	-2	7	1	-12	0.4	-10	-1	11	10

High-throughput results as filed in PubChem BioAssay.

This is a random part of the collection, and some 2.6% of all compounds hit somewhere here.
